High-throughput results from PubChem.
Insulin prom inh: TRM-6 insulin promoter activity inhibition. TRM-6 cells (human fetal islet line), insulin promoter-eGFP reporter, imaging; reporter expression induced with tamoxifen. inhibition, % at 2 µM. 0.9% of 130,000 active;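 active = inhibition above the mean plus 3 SD, with well images judged a real hit on visual review, cut at about 60% in these data, passing the limit was not always enough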
SDO1 yeast rescue: compounds rescuing growth of sdo1-depleted yeast, bone marrow failure model | S. cerevisiae sdo1-depleted JHY4D growth rescue, OD600 30 h; active compounds read high; pdr5 snq2 efflux-pump mutant strain | z-score at 10 µM | 0.21% of 140,000 active | AID 817;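 active = z-score above 3 at both the 24 hr and the 30 hr optical density reads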;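 note: z-score against mean and SD of all compound wells on the same plate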
SDO1 yeast rescue Rescue 24 h: recorded beside SDO1 yeast rescue, whose call it bears; z-score; S. cerevisiae sdo1-depleted JHY4D growth rescue, OD600; measured here: growth rescue at 24 h;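 0 is the plate mean of compound wells and units are plate SD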
The depositor's hits bear a star; x = not tested or not shown; & = joins results of further samples.

SMILES | Insulin prom inh | SDO1 yeast rescue | SDO1 yeast rescue Rescue 24 h
COc1ccc(C(=O)C2CN(C)CC2C(=O)c2ccc(OC)cc2)cc1 (stereo not given) | 30 | 0.25 | -0.41
CC1CN=C(NCc2ccccc2)S1 (stereo not given) | -37 | -0.05 | -0.61
C#CCN(C)C(C)Cc1ccccc1 (stereo not given) | 45 | 1.3 | 1.1
CC(C)N1C(=O)CC2(CC[N+](C)(CCOC(=O)C(O)(c3ccccc3)c3ccccc3)CC2)C1=O (stereo not given) | -37 | -0.24 | -0.2
CC1CC2(O)c3nonc3CCC2N1O (stereo not given) | x | 0.86 | 0.44
COc1ccc(-n2c(=O)[nH]c3ccccc3c2=O)c(OC)c1 | x | 0.9 | 0.34
Cc1ccc2c(c1)C1CN(C)CCC1N2C(=O)c1ccco1 (stereo not given) | x | 0.82 | 0.95
CCCC(C)C1(CC)C(=O)NC(=Nc2ccc(OC)cc2)NC1=O (stereo not given) | x | 0.48 | -0.63
CN(C)C(=O)NC(O)C(Cl)(Cl)Cl (stereo not given) | -14 | -0.51 | -0.95
CCN1CCN(c2ccc([N+](=O)[O-])cc2C(=O)OC)CC1 | 15 | x | x
OCCNc1c2c(nc3ccccc13)CCCC2 | 23 | 0.03 | -0.6
Cc1[nH]c2ccccc2c1CCN | 16 | -0.01 | 0.56
Cc1cccc(-n2c(O)c(C=Nc3ccc(S(N)(=O)=O)cc3)c(=O)[nH]c2=O)c1 | 11 | x | x
CCC(=NCCN1CCOCC1)c1c(O)n(-c2ccccc2C)c(=O)[nH]c1=O | x | 0.98 | 1.1
C=CCn1c(O)c(C(C)=NCCc2ccccc2)c(=O)[nH]c1=O | 0 | -0.47 | -0.97
CCN(c1ccc(C(O)(C(=O)OC)C(F)(F)F)cc1)S(=O)(=O)c1ccc(C)cc1 (stereo not given) | 20 | -0.08 | -0.22
C=CCn1c(O)c(/C=C/C=Nc2ccccc2)c(=O)[nH]c1=O | -2 | 1.4 | 1.4
Cc1cccc(-n2c(-c3cccs3)nc3ccccc3c2=O)c1 | -116 | -0.74 | -0.77
CCC(=NCC1CCCO1)c1c(O)n(-c2ccccc2)c(=O)[nH]c1=O (stereo not given) | 21 | 1.1 | 0.81
Cc1cc(C)c(C2=NOC(O)(C(F)(F)F)C2)c(=O)[nH]1 (stereo not given) | x | -0.52&-0.08 | -0.28&-0.65
COc1ccc(C(CC(=O)N2CCC3(CC2)OCCO3)NS(=O)(=O)c2ccc(OC)cc2)cc1 (stereo not given) | -26 | 0.15 | -0.41
O=C(c1cc(Br)ccc1Cl)N1CCC2(CC1)OCCO2 | -58 | -0.11 | 0.56
O=c1[nH]c(=O)n(CCc2ccccc2)c(O)c1C=NCc1ccc2c(c1)OCO2 | -14 | -0.36 | -0.69
FC(F)(F)c1ccc2c(c1)ncn2C1CCN(Cc2nnnn2C2CCCCC2)CC1 | x | -1.2 | -0.71
CN(C)c1ccc2c(c1)N=C(c1ccco1)OP2(=S)N1CCOCC1 (stereo not given) | x | -0.69 | -0.85

Random excerpt: two records from the list, in no set order.
SMILES | Insulin prom inh | SDO1 yeast rescue | SDO1 yeast rescue Rescue 24 h
CC(C)N1C(=O)CC2(CC[N+](C)(CCOC(=O)C(O)(c3ccccc3)c3ccccc3)CC2)C1=O (stereo not given) | -37 | -0.24 | -0.2
Cc1[nH]c2ccccc2c1CCN | 16 | -0.01 | 0.56

New compounds follow:
SMILES | Insulin prom inh | SDO1 yeast rescue | SDO1 yeast rescue Rescue 24 h
CC(=NCc1ccc(F)cc1)c1c(O)n(C)c(=O)n(C)c1=O | -12 | 0.61 | 0.12
COc1ccc(OC)c(NC2=NCCCS2)c1 | 24 | x | x
COc1ccc2c(c1)CC1(CN2C)C(=O)NC(=O)N(c2ccc(F)cc2)C1=O (stereo not given) | 53 | 0.05 | -0.33
Cn1c(O)c(C(c2ccccn2)c2c(O)n(C)c(=S)[nH]c2=O)c(=O)[nH]c1=S | 37 | 0.49 | -0.15
O=C(Cn1cnc2ccccc2c1=O)NCCC(=O)N1CCC2(CC1)OCCO2 | 21 | -0.16 | 0.03
CC(Cc1ccccc1)[n+]1cc(/N=C(\[O-])Nc2ccccc2)on1 (stereo not given) | -11 | 0.39 | 1.1
COc1ccc(OP(=O)(Nc2ccccc2)Nc2ccccc2)cc1 | -13 | 0.09 | 0.36
CCC(C)NC(=O)c1c(N)n(Cc2ccc3c(c2)OCO3)c2nc3ccccc3nc12 (stereo not given) | 0 | -1.7 | -0.76
COc1cc2c(cc1OC)[C@@]13CCN4CC5=CCO[C@H]6CC(=O)N2[C@H]1[C@H]6[C@H]5C[C@H]43 | -59 | 0.18 | 0.21
O=c1[nH]c(=S)n(CCC2=CCCCC2)c(O)c1C=NCCCn1ccnc1 | -12 | 1 | 1.1
CNCCc1nc(N)n[nH]1 | -26 | 0.64 | 1.1
CC(C)COc1ccc(C2(C#N)CC[N+](C)(C)CC2)cc1 | 21 | 0.72 | 0.38
CCCCn1c(O)c(C(C)=NCCc2ccccc2)c(=O)[nH]c1=O | -42 | -1.7 | -1.3
O=[N+]([O-])c1ccc(N2CCNCC2)cc1Sc1ccccn1 | 21 | 0.21 | 0.22
Cc1ccc(N2C(=O)/C(=C/c3ccc(CN(CCC#N)S(C)(=O)=O)o3)C(=O)NC2=S)cc1C | 29 | 1.9 | 0.86
CCCCCSc1cc(OC)c(CCNC)cc1OC | -7 | -0.25 | -0.88
CN1C(=O)c2ccccc2Sc2ccc(C(=O)N3CCC4(CC3)OCCO4)cc21 | -3 | 1.2 | 0.01
C=CCN1C(=O)NC(=O)/C(=C/c2cnc(SC)nc2)C1=O | 15 | 0.56 | 0.46
CN(C)C(=O)Oc1cccc2c(OC(=O)N(C)C)cccc12 | 10 | 0.57 | 0.87
CCN1C(=O)/C(=C\c2ccc([N+](=O)[O-])s2)C(=O)NC1=S | -60 | x | x
O=C1NC(=O)N(c2ccccc2)C(=O)/C1=C\c1ccc2c3c(cccc13)CC2 | x | 0.83 | 0.08
N#CC1=C(N)Oc2c(c(=O)oc3ccccc23)C1c1cccnc1 (stereo not given) | 19 | -0.1 | 0.57
O=c1[nH]c(=O)n(CCc2ccccc2)c(O)c1C=NCCN1CCNCC1 | 39 | 0.69 | -0.24
CCCCn1c(NS(=O)(=O)c2ccccc2)c(C(=O)OCC)c2nc3ccccc3nc21 | -11 | 0.81 | 1.5
C=CCn1c(O)c(C(C)=NCc2ccco2)c(=O)[nH]c1=O | 23 | 0.21 | -0.25

Shown tab-delimited: entries from further up
compound	Insulin prom inh	SDO1 yeast rescue	SDO1 yeast rescue Rescue 24 h
CN(C)C(=O)Oc1cccc2c(OC(=O)N(C)C)cccc12	10	0.57	0.87
CCN1C(=O)/C(=C\c2ccc([N+](=O)[O-])s2)C(=O)NC1=S	-60	x	x
O=C1NC(=O)N(c2ccccc2)C(=O)/C1=C\c1ccc2c3c(cccc13)CC2	x	0.83	0.08
N#CC1=C(N)Oc2c(c(=O)oc3ccccc23)C1c1cccnc1 (stereo not given)	19	-0.1	0.57
O=c1[nH]c(=O)n(CCc2ccccc2)c(O)c1C=NCCN1CCNCC1	39	0.69	-0.24
CCCCn1c(NS(=O)(=O)c2ccccc2)c(C(=O)OCC)c2nc3ccccc3nc21	-11	0.81	1.5
C=CCn1c(O)c(C(C)=NCc2ccco2)c(=O)[nH]c1=O	23	0.21	-0.25

Additional structures follow.
SMILES | Insulin prom inh | SDO1 yeast rescue | SDO1 yeast rescue Rescue 24 h
O=C1/C(=C/c2cccnc2)N2CCC1CC2 | 0 | x | x
CN1CCc2nc3sc(C#N)c(N)c3c(-c3cccs3)c2C1 | 38 | 1.1 | 2.8
Cc1ccc(-n2c(O)c(/C=N/NC(=O)c3ccncc3)c(=O)[nH]c2=O)cc1 | 24 | 1.9 | 2.1
Nc1c2c(nc3sc4c(c13)CCCCC4)CCCC2 | x | -1 | -0.52
COc1ccc(C2SCC(=O)Nc3c2c(C)nn3-c2ccccc2)cc1OC (stereo not given) | -31 | 0.14 | -0.37
O=C(/C=C/c1ccccc1)NCCc1cnc[nH]1 | 10 | x | x
CN(C)C(Cc1ccccc1)C(=O)c1ccc(-c2ccccc2)cc1 (stereo not given) | x | -1.6 | -1.1
Cn1c(O)c(C(=N)COc2cccc(Cl)c2)c(=O)n(C)c1=O | x | -0.09 | 0.97
CC(C)Cn1cc(C(=O)N2CCC3(CC2)OCCO3)c2c3ccccc3n(C)c2c1=O | x | 0.23 | -0.28
CCNC(=S)N1CCn2cccc2C1c1cccnc1 (stereo not given) | -25 | x | x
Cc1cc(C)c(S(=O)(=O)NCC2CCC(C(=O)N3CCC4(CC3)OCCO4)CC2)c(C)c1 (stereo not given) | -48 | -0.23 | -0.34
Cc1cccc(-n2c(-c3ccc([N+](=O)[O-])cc3)nc3ccccc3c2=O)c1 | x | -0.96 | -1.1
O=C(Cc1ccccc1)Oc1ccc(N2C(=O)C3CCCCC3C2=O)cc1 (stereo not given) | -69 | -0.14 | -0.15
Cc1ccc(/C=C2/C(=O)NC(=O)N(CC3CCCO3)C2=O)s1 (stereo not given) | -35 | 0.39 | 0.74
CC(C(=O)Nc1ccc(Br)cc1C(=O)c1ccccc1)N1CCCCC1 (stereo not given) | -13 | -0.74 | -0.59
Cc1nc2cc(C(F)(F)F)ccc2n1C1CCN(Cc2nnnn2CCc2ccccc2)CC1 | -412 | -0.79 | -0.05
Cc1cc(C=C2C(=O)NC(=S)NC2=O)c(C)n1-c1ccc2c(c1)OCO2 | x | -1.6 | -1.5
O=C(C1CC(=O)N(C2CCCC2)C1)N1CCC2(CC1)OCCO2 (stereo not given) | 43 | 0.86 | 0.16
COc1cc(/C=C/[N+](=O)[O-])ccc1O | 5 | -1.2 | -1.8
O=C(Nc1ccccc1OC(=O)N1CCOCC1)N1CCOCC1 | -6 | 0.48 | 0.81
Cc1ccc(Cn2nc(C)c(C=O)c2Cl)cc1 | 10 | x | x
CC(C)OC(=O)C1C(=O)NC2(C)CC1c1ccccc1O2 (stereo not given) | -5 | -0.73 | -2
O=C1NC(=O)N(c2ccc3c(c2)OCO3)C(=O)/C1=C/c1ccc(N2CCCCC2)o1 | 55 | 1 | 1
CCN1CCN(Cc2ccccc2C)CC1 | -22 | 0.38 | 0.27
CCCCn1c(O)c(C(C)=NCc2ccc(F)cc2)c(=O)[nH]c1=O | 14 | -1.8 | -1
Other entries
SMILES | Insulin prom inh | SDO1 yeast rescue | SDO1 yeast rescue Rescue 24 h
CC(C)(C)P(=O)(NCc1ccccc1)c1ccccc1 (stereo not given) | -62 | x | x
COC(=O)C1=CO[C@@H](C)[C@@H]2CN3CC[C@]4(C(=O)Nc5ccccc54)[C@@H]3C[C@H]12 | 5 | -0.69 | -0.62
COc1ccc(CN2C(=O)NC(=O)/C(=C/c3ccc([N+](=O)[O-])o3)C2=O)cc1 | -60 | x | x
O=c1c2ccccc2nc(-c2ccco2)n1-c1ccncc1 | x | 0.63 | 0.54
C=CCN1C(=O)C2(C(C(=O)OCC)=C(N)Oc3ccccc32)C2=C1CCCC2=O (stereo not given) | -7 | -0.6 | -1.1
Cc1ccc(N2C(=O)NC(=O)C(CCc3ccccn3)(Cc3cccc(Cl)c3Cl)C2=O)cc1 (stereo not given) | x | -0.5 | -0.69
CCCOP(=O)(OCCC)C(NC(=O)c1cc(OC)c(OC)c(OC)c1)c1ccccc1 (stereo not given) | 17 | x | x
CCN(CC)c1ccc(/C=C2/C(=O)NC(=O)N(Cc3ccco3)C2=O)cc1 | x | 1.5 | 2
COc1cc(CNCCc2ccc3c(c2)OCO3)cc(OC)c1OC | -54 | x | x
N/C(=N\N=C\c1ccc(O)cc1O)N[N+](=O)[O-] | x | 0.27 | 0.25
Cc1[nH]c2ccccc2c1CCCNC1CCCCC1 | 0 | 0.49 | 0.25
COc1ccc(OC)c(N2C(=O)NC(=O)/C(=C\c3ccc([N+](=O)[O-])s3)C2=O)c1 | -42 | x | x
COC(=O)c1cc(C(O)(C(=O)OC)C(F)(F)F)c(/N=C/N(C)C)s1 (stereo not given) | x | 0.9 | 0.41

An excerpt; the hit share may differ from the screen's.
